Screening data deposited in PubChem BioAssay by several laboratories.
LEDGF integ inh – blocks HIV-1 LEDGF/p75-dependent DNA integration | TR-FRET IN-LEDGF/p75 DNA integration, Eu/Cy5 | inhibition, % at 3.7 µM | 0.64% of 370,000 active;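 active = inhibition above the screen-wide mean plus 3 SD, cut at about 13% in these data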;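 also: signal is the Cy5 over europium emission ratio at 671 and 618 nm; 0% = plate median of compound wells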
PRMT1 FP inh – blocks human protein arginine methyltransferase 1; Q99873; recombinant PRMT1, activity-based probe fluorescence polarization; inhibition, % at 2.79 µM; 1.3% of 370,000 active;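 active = inhibition above about 21% made by adding two undisclosed values, limit read from the data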
Target sequence (Q99873 whole entry, looked up): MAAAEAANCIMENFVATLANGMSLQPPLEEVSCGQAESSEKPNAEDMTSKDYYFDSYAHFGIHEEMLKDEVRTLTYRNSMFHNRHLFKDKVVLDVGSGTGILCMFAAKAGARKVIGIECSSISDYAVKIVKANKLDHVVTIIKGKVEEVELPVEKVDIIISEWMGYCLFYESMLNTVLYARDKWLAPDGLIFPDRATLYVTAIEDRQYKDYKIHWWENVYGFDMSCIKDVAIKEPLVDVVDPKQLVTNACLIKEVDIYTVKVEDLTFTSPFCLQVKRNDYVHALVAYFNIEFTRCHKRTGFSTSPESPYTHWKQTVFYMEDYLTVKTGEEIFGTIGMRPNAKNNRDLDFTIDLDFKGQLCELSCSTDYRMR
MBD2 DNA inh – blocks human MBD2 binding to methylated DNA. TR-FRET, MBD2 binding to methylated oligonucleotide. inhibition, % at 4.4 µM. 0.31% of 370,000 active. AID 686964; in the data active = inhibition above about 13%
NR1D1 modulator – modulators of human Rev-erb alpha DNA binding; P20393; Rev-erbα–FITC-DNA binding, fluorescence polarization, 90 min; activity, % at 10 µM; 0.79% of 370,000 active; AID 1259318;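 active = activity above about 14%, limit read from the data; passing the limit was not always enough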;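 also: 0% = DMSO wells with 35 nM protein and 100% = DMSO wells with 750 nM protein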
TCR CD3 inh – human TCR-CD3 binding inhibition; inhibition, % at 9.4 µM; AID 651800; TAMRA-labeled TCR probe fluorescence, biochemical; 0.37% of 360,000 active; in the data active = inhibition above about 19%;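 also: recombinant mutant TCR 2C K166C tagged with TAMRA read by polarization; 0% = receptor in buffer alone and 100% = receptor with positive control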
UHRF1 binding – UHRF1 methyl-DNA binding inhibition. inhibition, % at 4.4 µM. 0.75% of 370,000 active. UHRF1 binding to methylated oligo, TR-FRET. AID 687016; in the data active = inhibition above about 21%;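 also: UHRF1 SRA domain binding a hemimethylated CpG hairpin DNA probe; 0% = median of test compound wells and 100% = reference inhibitor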
HTRA1 inh – blocks human HTRA1 serine peptidase; recombinant HTRA1, FP-rhodamine activity-based probe, fluorescence polarization; inhibition, % at 5.96 µM; 0.5% of 340,000 active; AID 504803; in the data active = inhibition above about 36%;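 also: 0% = enzyme with DMSO and 100% = wells lacking enzyme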
rCAG RNA binder – molecules binding r(CAG) RNA repeats; 1.3% of 370,000 active; inhibition, % at 3 µM; r(CAG) RNA repeat, TO-PRO-1 dye displacement fluorescence;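 active = inhibition above the plate cutoff, the mean of all test compounds on that plate plus 3 SD, cut at about 35% in these data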;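 also: 0% = DMSO alone and 100% = 100 µM mitoxantrone as full dye displacement; higher means more dye released from RNA so lower well fluorescence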
mABHD4 FP – ABHD4 (mouse) inhibition, primary FP screen; Q8VD66; purified mABHD4, FP-Rh probe fluorescence polarization; inhibition, % at 8.92 µM; 0.54% of 370,000 active; AID 720543;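 active = inhibition exceeding the mean over every tested compound plus 3 SD, cut at about 30% in these data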;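 also: 0% = plate median of compound wells and 100% = S159A mutant with DMSO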
Target sequence (Q8VD66 whole entry, looked up): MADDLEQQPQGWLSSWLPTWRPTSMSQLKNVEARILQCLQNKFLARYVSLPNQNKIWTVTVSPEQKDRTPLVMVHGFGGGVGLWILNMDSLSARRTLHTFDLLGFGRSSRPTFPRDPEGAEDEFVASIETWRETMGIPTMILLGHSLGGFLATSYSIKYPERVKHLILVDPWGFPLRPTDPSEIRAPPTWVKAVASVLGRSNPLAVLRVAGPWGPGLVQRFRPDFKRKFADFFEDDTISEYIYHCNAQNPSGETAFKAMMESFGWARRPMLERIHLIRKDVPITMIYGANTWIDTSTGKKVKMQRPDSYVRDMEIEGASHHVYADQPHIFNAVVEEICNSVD
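Test system: mABHD4 protein; Read-out basis: % inhibition; Incubation: 45 min + 60 min at 25 °C; Repeats: single replicate; Technique: fluorescence polarization with parallel and perpendicular emission, 525/598 nm; Compound: 8.92 µM, single dose; Benchmarks: full inhibition S159A mutant plus DMSO, zero as sample-well median.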
PG9 binder – small molecules binding HIV-1 gp120 antibody PG9; TR-FRET gp120-PG9 antibody binding; AID 624416; inhibition, % at 6.7 µM; 0.43% of 360,000 active; in the data active = inhibition above about 8.5%
Numbers without * were called inactive; . = no result given.

SMILES | LEDGF integ inh | PRMT1 FP inh | MBD2 DNA inh | NR1D1 modulator | TCR CD3 inh | UHRF1 binding | HTRA1 inh | rCAG RNA binder | mABHD4 FP | PG9 binder
COc1ccc(CCNC(=O)COc2ccc([N+](=O)[O-])cc2)cc1 | 4 | -1 | -9 | -1 | -1 | -2 | -9 | 1 | -3 | 0.5
Cc1ccc(Cn2c(=O)n(-c3ccccc3)c(=O)c3ccc(C(=O)NCc4ccco4)cc32)cc1 | -2 | 2 | -3 | -5 | -1 | 2 | -33 | 10 | -8 | 3.5
COc1ccc(C(=O)N2CCCC(CO)C2)cc1OC1CCN(C(C)C)CC1 (stereo unspecified) | 2 | -4 | -3 | 4 | 6 | -1 | 3 | 1 | 6 | -0.9
O=C(CNC(=O)c1ccccc1Br)N/N=C/c1ccc(O)cc1 | -3 | 3 | 1 | -1 | 2 | 1 | 1 | 8 | -3 | -2.9
O=C(CCCCCN1C(=O)CCC1=O)Nc1ccc(Br)cc1F | -1 | 0 | -2 | 0 | 3 | 8 | 5 | 0 | 3 | -1.5
COc1ccc(NC(=O)C#Cc2ccccc2)cc1OC | -3 | 1 | -3 | -1 | 3 | 0 | -3 | -3 | 2 | -0.8
CCc1ccc(CNc2ccc3c(c2)ncn3C)cc1 | 0 | 5 | -6 | -1 | 4 | -3 | 3 | -7 | 8 | -1.0
COc1ccc(S(=O)(=O)NC(C)C(=O)NCc2ccccn2)cc1Cl (stereo unspecified) | 3 | -4 | -3 | 3 | -1 | 4 | -4 | 1 | 0 | 0.3
COc1ccc(C(=O)NCC(c2cccs2)N2CCc3ccccc32)c(OC)c1 (stereo unspecified) | -2 | 2 | 0 | 4 | 0 | 1 | -8 | -3 | 2 | -1.4
C=CCn1cc(/C=C2\SC(N3CCOCC3)=NC2=O)c2ccccc21 | -2 | 0 | -4 | 1 | 3 | -1 | . | 1 | -3 | -6.2
O=C(O)Cc1ccc(NC(=O)Nc2cccc3ccccc23)cc1 | 5 | -2 | -1 | 1 | 1 | -4 | -1 | 6 | 7 | -0.8
CC1(C)CC2CC(C)(CN2S(=O)(=O)c2cccc(C(=O)OCC(=O)NC(N)=O)c2)C1 (stereo unspecified) | 1 | 9 | 2 | 8 | -7 | 5 | -5 | -4 | -14 | 2.3

Part of the list above with just PG9 binder and mABHD4 FP:
compound | PG9 binder | mABHD4 FP
O=C(CNC(=O)c1ccccc1Br)N/N=C/c1ccc(O)cc1 | -2.9 | -3
O=C(CCCCCN1C(=O)CCC1=O)Nc1ccc(Br)cc1F | -1.5 | 3

More entries follow.
SMILES | LEDGF integ inh | PRMT1 FP inh | MBD2 DNA inh | NR1D1 modulator | TCR CD3 inh | UHRF1 binding | HTRA1 inh | rCAG RNA binder | mABHD4 FP | PG9 binder
COc1cccc(NC(=O)C2(C)CCN2C(=O)Cc2cccc3ccccc23)c1 (stereo unspecified) | -4 | -1 | 4 | 3 | 8 | -4 | . | 2 | -8 | -1.7
COc1ccccc1-c1cnnc(N/N=C/c2ccc(-c3cccc(Br)c3)o2)n1 | -3 | 1 | -5 | 3 | -8 | -1 | 5 | 6 | 2 | 0.2
COc1ccc([C@H]2CC(=O)C=C(c3ccc(Oc4ccccc4)cc3)C2)cc1OC | 0 | 7 | 9 | 5 | 2 | 3 | -31 | 20 | -32 | -0.1
Cc1ccc(Nc2ncc(C(=O)NCCCN3CCN(C)CC3)c3ccccc23)cc1Cl | 2 | -4 | 1 | 5 | -3 | 0 | -7 | -5 | 13 | -0.2
COCCCNC(=O)Cn1cc(/C=C(\C#N)C(=O)NC2CC2)c2ccccc21 | -6 | 3 | -5 | 3 | -5 | -2 | 5 | -3 | 3 | -0.4
Cn1c(COc2ccccc2)nnc1SCC(=O)NCc1ccccc1 | 1 | 0 | 5 | -2 | 0 | 4 | 5 | -8 | 6 | 1.2
CCOc1ccccc1Nc1nnc(SCC(=O)N(C)C2CCS(=O)(=O)C2)s1 (stereo unspecified) | 3 | -2 | 1 | 3 | 2 | -1 | -2 | 2 | 0 | -3.0
Fc1ccc2nc(Nc3nc4c(s3)CCCC4)sc2c1 | 11 | -2 | 0 | 1 | -6 | -3 | -8 | 25 | 3 | -1.2
Cc1cccc(NS(=O)(=O)c2cc3c4c(c2)CC(=O)N4CCC3)c1C | 0 | -2 | -6 | -7 | 0 | -1 | -10 | 10 | 5 | -1.8
CC(C)(C)OC(=O)C[C@@H]1C/C=C\C[C@H](CC(=O)N(CCO)Cc2ccccc2)C(=O)N[C@H](Cc2ccccc2)COC1=O | 2 | -3 | 1 | -2 | 6 | 0 | 7 | -10 | -2 | 1.8
CS(=O)(=O)N(Cc1ccc(C(=O)NC2CCCC2)cc1)c1ccccc1 | 6 | -5 | 1 | -1 | 3 | 5 | 4 | 3 | 1 | -0.5
Cc1ccc(-c2nn(-c3ccccc3)cc2C(=O)Nc2ccc(C(=O)O)cc2)cc1 | 0 | 2 | 5 | -3 | 2 | 1 | -20 | 44* | -52 | 0.9
CNC(=O)CN(c1cc(C)ccc1C)S(C)(=O)=O | -6 | -4 | -4 | 3 | 5 | 3 | 1 | 3 | 3 | -0.3
Cc1cccc(N2CCN(C(=O)c3ccc4nc(-c5ccco5)c(-c5ccco5)nc4c3)CC2C)c1 (stereo unspecified) | 6 | 11 | -3 | 0 | 2 | -6 | -15 | 10 | 18 | -0.4
Cc1nc2ccc(S(=O)(=O)NCC(=O)NCc3ccccc3Cl)cc2s1 | 3 | 1 | -1 | 6 | . | 0 | . | 2 | 0 | .
CC(=O)Nc1ccc(CN2CCCC(C(=O)c3ccc(C(F)(F)F)cc3)C2)cc1 (stereo unspecified) | 0 | -4 | 2 | -4 | -3 | -2 | -6 | -7 | 0 | 2.5
CCOC(=O)C1CCN(Cc2nnc(-c3cccc(Br)c3)o2)CC1 | -2 | -3 | 4 | -3 | 0 | -3 | 4 | -12 | -3 | 2.7
Cc1ccc(Nc2cc(C)nc3ccc(C)cc23)cc1 | -3 | 0 | 5 | 3 | -5 | 0 | -13 | 4 | 6 | 1.4
COC(=O)[C@]12C[C@H](CC(=O)NCCC(C)C)C(=O)N(Cc3ccco3)C1=C[C@H](C1CCCC1)O[C@@H]2C | 1 | 0 | 6 | -1 | . | 0 | . | 2 | -1 | .
O=S1(=O)CC(N2CCN(Cc3ccccc3F)CC2)CN1Cc1cn(Cc2ccccc2)nn1 (stereo unspecified) | 4 | 0 | 0 | -7 | 6 | 4 | . | 2 | 4 | 1.1
CC(C)=CCCC1=CC[C@H]2[C@@H](C1)C(C(C)C)=CC(=O)[C@@]2(C)O | -1 | -1 | 3 | 0 | -4 | 3 | . | -1 | -1 | -1.4
Cc1cc(Cl)c(OCCOCCN2CCCC(C)C2)c(Br)c1 (stereo unspecified) | -1 | -6 | 2 | 2 | 7 | 3 | 5 | -3 | 9 | -0.6
CC(=O)N1CCCc2ccc(NS(=O)(=O)c3ccccc3)cc21 | 0 | 1 | 5 | -4 | -6 | -2 | -2 | -2 | 3 | 1.5
Cn1c(=O)[nH]c(=O)c2c1nc(Br)n2CCSc1ncccn1 | -5 | -2 | -1 | 6 | -1 | 0 | 2 | -2 | 4 | 0.5
Cc1oc(-c2ccccc2Cl)nc1CS(=O)CC(=O)NCc1ccc(Cl)cc1 (stereo unspecified) | 0 | -2 | -7 | 4 | 4 | -3 | -11 | -5 | -2 | -0.3
COc1cccc(NC(=O)c2sc3nc(N4CCOCC4)c4c(c3c2N)CCCC4)c1 | 0 | 32* | 2 | 1 | 0 | -5 | -32 | 13 | 3 | 1.8
CCOC(=O)c1sc(=NC(=O)c2ccc(Cl)s2)n(C)c1C | -3 | 4 | 5 | 4 | 1 | 13 | 1 | -3 | 5 | 0.6
CC1(C)CC(=O)C=C(NCCN2CCN(C(=S)NC3CCCCC3)CC2)C1 | 1 | -1 | 3 | 6 | 5 | 1 | 4 | -10 | -3 | -1.2
O=C(CCc1ccc(S(=O)(=O)N2CCOCC2)cc1)Nc1ccccc1F | 2 | -1 | 1 | -4 | 1 | 17 | 0 | 2 | -3 | -1.1
COc1ccccc1CC1(C)NC(=O)N(CC(=O)Nc2cc(C)on2)C1=O (stereo unspecified) | 0 | -2 | 3 | -9 | -4 | -4 | 2 | -3 | -1 | -0.1
Cn1c(=O)nc2n(Cc3ccccc3)c3cccc(Cl)c3cc-2c1=O | -3 | 0 | -12 | -3 | 1 | -8 | -2 | -2 | 1 | 1.5
COc1ccc(CN(C(=O)c2ccc(C)cc2)C2CCS(=O)(=O)C2)cc1 (stereo unspecified) | 0 | -2 | 2 | -10 | 3 | -2 | 4 | -4 | -1 | -1.7
COc1ccc(-n2c(=O)cc(N3CCOCC3)[nH]c2=O)cc1 | 2 | 3 | 1 | -2 | -6 | 0 | 5 | 0 | -7 | -0.1
Cc1ccc(NC2CCCN(C(=O)C3CCCCC3)C2)cc1C (stereo unspecified) | 3 | -1 | -2 | 1 | -1 | -2 | 8 | -7 | 1 | 0.3
CCOC(=O)c1c(NC(=O)c2cc(-c3ccc(O)cc3)on2)sc(C(C)=O)c1C | 1 | 1 | -6 | -27 | 3 | -2 | -1 | 2 | 5 | -1.9
CCCc1cc(C(=O)Nc2ccn(Cc3ccc(C)cc3)n2)no1 | 0 | -3 | -3 | 5 | 0 | -1 | -17 | -8 | 3 | -0.5
CCC(C(=O)O)n1nnc(-c2ccc(OCc3ccccc3)c(OC)c2)n1 (stereo unspecified) | -1 | 3 | 6 | -3 | 0 | 0 | . | 1 | -6 | -0.4
C=CC[C@]12C[C@@]3(O[C@H](C4CCCCC4)N=C3C[C@H](c3ccc(OC)cc3)[C@H]1C)N(Cc1ccncc1)C2=O | -2 | 2 | -4 | 0 | 8 | 0 | . | 1 | -1 | 1.5
CCCOc1ccc(N2CC(C(=O)Nc3ccccc3C(=O)NCc3ccco3)CC2=O)cc1 (stereo unspecified) | 0 | -1 | -6 | -3 | 4 | -5 | -5 | -2 | 2 | 0.2
CCOC(=O)c1c(C)[nH]c(C(=O)OC(C)C(=O)NC2CCCCC2C)c1C (stereo unspecified) | -1 | -3 | -3 | 1 | 4 | -1 | -8 | 2 | 8 | -0.1
COC(=O)c1nc(NC(=O)C(C)C)n[nH]1 | -2 | -1 | 4 | -1 | 1 | 1 | -1 | -1 | 2 | 0.7
CCOC(=O)N1CCN(c2c(N3CCN(c4ccccn4)CC3)c(=O)c2=O)CC1 | -2 | -3 | 1 | -1 | 3 | -3 | 4 | -2 | 4 | -1.1
Cc1cc(-c2cc(C(=O)NCc3ccccc3)on2)nc(NC2CCCC2)n1 | 1 | -2 | 1 | 6 | 8 | 1 | -63 | -5 | -20 | -0.1
Cc1ccccc1NC(=O)CSc1nnc(Cc2ccccc2)c(=O)n1N | 2 | 4 | 1 | 6 | 1 | 0 | 5 | 2 | 1 | -1.3
COC(=O)c1sc(N)nc1C(C)(C)C | -1 | 0 | 0 | 0 | 2 | -1 | -11 | 3 | -2 | -3.5
Cc1cccc(NC(=O)CCCCCN2C(=O)[C@@H]3Cc4ccccc4CN3C2=O)c1 | -3 | -1 | -3 | 3 | 6 | -3 | -11 | -5 | -2 | 0.0
Cc1ccc(C)c(NC(=S)N(C)CCO)c1 | -6 | 2 | -1 | 1 | -5 | 2 | -2 | 0 | 1 | -1.4
CCOCCCNC(=S)N1CCCN(c2nc3cc(C)ccc3cc2C#N)CC1 | 4 | -2 | -3 | -3 | 3 | -2 | 5 | -4 | -1 | 0.1
COC(=O)c1ccc(NC(=O)c2ccccc2NS(C)(=O)=O)cc1 | 0 | 1 | 2 | 0 | -2 | -5 | -4 | 12 | 3 | -1.2

These rows are one share of the data; rates above refer to the full screens.
